TRHR agonist – qHTS for Small Molecule Agonists and Allosteric Enhancers of Human TRH Receptor: Primary Screen for Agonists. 360,000 compounds, 0.18% hits. activation, % at 2 µM. AID 493084, 2011. Thyrotropin-releasing hormone receptor (Homo sapiens), P34981. TRHR cells, calcium flux fluo-8, FDSS agonist mode; in the data active means activation above about 30%; further: 0% is about no effect
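In this calcium-flux screen, cells bearing human TRHR are dye-loaded with fluo-8, baselined for 10 cycles, then exposed to library compounds; positive kinetic calcium responses during the agonist phase mark hits, with TRH as control.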
Pol iota inh – qHTS for Inhibitors of Polymerase Iota; AID 588590, 2011; Pol iota fluorescent replication assay, 10 min; DNA polymerase iota (Homo sapiens), Q9UNA4; 390,000 compounds, 1% hits; Potency, µM (titrated, usually from 115 µM), without a hit: at the top dose activity, negative = inhibition, actives largely listed as inhibitors; further: potency means the concentration at half of the fitted maximal effect
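Fluorescent replication assay read twice, at 0 min and 10 min after adding 50 nM (final) substrate. Enzyme (10 nM) and compounds were first incubated 15 min at room temperature; enzyme-free buffer wells were negative controls.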
APE1 inh – qHTS Assay for Inhibitors of the Human Apurinic/apyrimidinic Endonuclease 1 (APE1) | Potency, µM (top dose mostly 65.8 µM), without a hit: at the highest dose activity change, negative = inhibition, usual class: inhibitors | AID 2517, 2012 | recombinant APE1, TAMRA/BHQ-2 abasic DNA cleavage fluorescence | DNA repair nuclease/redox regulator APEX1 (Homo sapiens), P27695 | 350,000 compounds, 0.35% hits;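 further: potency means the concentration at half of the fitted maximal effect; plate controls were vehicle for no effect and reference inhibitor for full effect; nearly all actives have a fitted effect of over 55% in size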
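Step 1: APE1 (0.75 nM) with compound, 15 min RT. Step 2: add 50 nM fluorophore/quencher THF duplex. Step 3: three fluorescence reads 60 s apart (525/598 nm); read 3 minus read 1 = reaction progress.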
12-LOX inh – Primary qHTS assay for inhibitors of human arachidonate 12S-lipoxygenase (ALOX12): Round 2. Polyunsaturated fatty acid lipoxygenase ALOX12 (Homo sapiens), P18054. purified 12hLO, xylenol orange hydroperoxide absorbance. Potency, µM (highest dose often 108 µM), without a hit: top-dose activity change, negative = inhibition, most hits filed as inhibitors. 580,000 compounds, 1.1% hits. AID 1671190, 2021; further: potency means the concentration at half of the fitted maximal effect; on the % scale 0 is the no-effect control and ±100 the full control effect
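Purified human 12hLO (150 nM final) in 25 mM Hepes, 0.01% Triton X-100, pH 7.0 was preincubated 15 min at room temperature with compound. Then 40 uM arachidonic acid was added, 30 min. Hydroperoxide was read by Fe-XO absorbance ratio 573/405 nm.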
Pol beta inh – qHTS Assay for Inhibitors of DNA Polymerase Beta | P06746 | Pol beta primer extension/strand displacement, fluorescence kinetic | Potency, µM (series often up to 114 µM), for inactives: at the highest dose activity change, negative = inhibition, usual class: inhibitors | 340,000 compounds, 1.3% hits | AID 485314, 2010; further: potency means the concentration at half of the fitted maximal effect; on the % scale 0 is the no-effect control and ±100 the full control effect
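Pol beta (10 nM) and compounds were preincubated 15 min at room temperature, then 50 nM substrate (final) started primer extension/strand displacement. Reads were taken at 0 and 10 min; concentration-response data were fitted to a four-parameter Hill equation.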
BLM inh – qHTS Assay for Inhibitors of Bloom's syndrome helicase (BLM) | RecQ-like DNA helicase BLM (Homo sapiens), P54132 | recombinant BLM DNA unwinding, fluorescence dequenching | Potency, µM (series often up to 56.1 µM), for inactives: at the highest dose activity change, negative = inhibition, most hits filed as inhibitors | 350,000 compounds, 0.2% hits | AID 2528, 2010;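 further: potency means the concentration at half of the fitted maximal effect; plate controls were vehicle for no effect and no enzyme for full effect; nearly all actives have a fitted effect of over 35% in size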
Target sequence (P54132 whole entry, looked up): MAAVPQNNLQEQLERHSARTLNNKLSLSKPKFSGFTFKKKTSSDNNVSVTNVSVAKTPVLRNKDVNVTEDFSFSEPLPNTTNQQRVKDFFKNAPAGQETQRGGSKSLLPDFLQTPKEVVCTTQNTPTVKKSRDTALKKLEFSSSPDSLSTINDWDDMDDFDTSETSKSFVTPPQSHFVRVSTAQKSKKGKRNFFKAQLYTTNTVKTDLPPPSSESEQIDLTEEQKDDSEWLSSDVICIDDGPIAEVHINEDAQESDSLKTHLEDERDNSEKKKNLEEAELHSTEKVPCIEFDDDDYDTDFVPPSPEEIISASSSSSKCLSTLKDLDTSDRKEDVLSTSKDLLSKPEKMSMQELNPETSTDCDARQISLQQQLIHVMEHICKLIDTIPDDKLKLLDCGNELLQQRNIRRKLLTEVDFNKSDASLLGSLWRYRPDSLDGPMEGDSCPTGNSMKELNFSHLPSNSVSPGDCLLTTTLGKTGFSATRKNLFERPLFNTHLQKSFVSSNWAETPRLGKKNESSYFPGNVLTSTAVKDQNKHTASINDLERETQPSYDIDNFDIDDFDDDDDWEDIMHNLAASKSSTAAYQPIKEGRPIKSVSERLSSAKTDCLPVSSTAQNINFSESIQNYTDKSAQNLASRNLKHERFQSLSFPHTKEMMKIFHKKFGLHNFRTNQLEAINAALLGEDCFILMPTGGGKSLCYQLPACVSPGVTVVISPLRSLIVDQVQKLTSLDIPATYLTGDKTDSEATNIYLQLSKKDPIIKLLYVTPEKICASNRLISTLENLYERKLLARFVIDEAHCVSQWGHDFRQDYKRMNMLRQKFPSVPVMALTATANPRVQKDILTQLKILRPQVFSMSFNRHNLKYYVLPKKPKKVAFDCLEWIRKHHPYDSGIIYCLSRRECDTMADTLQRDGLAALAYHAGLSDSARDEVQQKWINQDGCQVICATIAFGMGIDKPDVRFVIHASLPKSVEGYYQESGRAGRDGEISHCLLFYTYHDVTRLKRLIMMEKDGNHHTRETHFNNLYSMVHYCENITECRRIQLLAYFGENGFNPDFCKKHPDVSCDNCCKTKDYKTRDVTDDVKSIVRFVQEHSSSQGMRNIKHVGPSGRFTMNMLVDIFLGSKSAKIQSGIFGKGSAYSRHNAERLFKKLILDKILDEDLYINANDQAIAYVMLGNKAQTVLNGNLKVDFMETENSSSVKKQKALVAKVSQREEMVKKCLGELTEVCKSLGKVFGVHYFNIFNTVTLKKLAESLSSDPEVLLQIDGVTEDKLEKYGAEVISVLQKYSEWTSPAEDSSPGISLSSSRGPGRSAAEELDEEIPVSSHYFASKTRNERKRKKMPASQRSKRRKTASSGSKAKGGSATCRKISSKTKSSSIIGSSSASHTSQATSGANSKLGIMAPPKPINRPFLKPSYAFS
POLK inh – qHTS for Inhibitors of Polymerase Kappa. DNA polymerase kappa (Homo sapiens), Q9UBT6. purified Pol kappa, fluorescent DNA synthesis assay, 10 min. Potency, µM (doses to about 107 µM), inactives show at the highest dose activity, negative = inhibition, hits mostly inhibitors. 400,000 compounds, 0.53% hits. AID 588579, 2011; further: potency means the concentration at half of the fitted maximal effect; on the % scale 0 is the no-effect control and ±100 the full control effect
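Fluorescent qHTS in 1536-well format: enzyme (10 nM) and compound sat 15 min at room temperature before 50 nM substrate (final) was added. Signal taken at 0 and 10 min; no-enzyme buffer wells were negative controls.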
Anesthetic bind – qHTS Assay for Identification of Novel General Anesthetics; apoferritin/1-aminoanthracene competitive binding, fluorescence; Potency, µM (series often up to 77.5 µM), without a hit: top-dose activity change, negative = displacement, most hits filed as inhibitors; 350,000 compounds, 0.074% hits; Ferritin light chain (Equus caballus), P02791; further: potency means the concentration at half of the fitted maximal effect; on the % scale 0 is the no-effect control and ±100 the full control effect; nearly all actives have a fitted effect of over 20% in size
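Steps: apoferritin (10 uM) was premixed with half-saturated 1-AMA in PBS, compounds were pin-transferred, plates stood 10 min at room temperature, fluorescence was read at 380/535 nm, and curves were fitted with a Hill equation.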
ERG-DNA inh – qHTS for Small Molecule Inhibitors of the ERG Ets/DNA interaction; AID 624246, 2012; 370,000 compounds, 0.028% hits; Potency, µM (series often up to 76.9 µM), for inactives: at the top dose FP activity, negative = inhibition, most hits filed as inhibitors; fluorescence polarization, His-ERG Ets domain / labelled DNA; active means well fitted inhibition curve with a large enough effect in the polarisation, with a control signal flat; inconclusive means small, poorly fitted or top-dose-only effect, or effect the other way, or a change in a side signal; inactive means no such curve, though single readings can be large or run the other way; the % refers to the polarisation;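 further: polarization taken with two DNA probes labelled with fluorescein and Texas red; potency means the concentration at half of the fitted maximal effect; % of control where 0% means no effect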
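His-tagged ERG Ets domain (1 uM in the protein solution; 300mM KCl, 50mM Tris-HCl, 1mM EDTA, 1mM DTT, pH 7.5) received compound, then a probe mix of 5 nM fluorescein-DNA and 100nM Texas-615-DNA. Fluorescence polarization was read for both dyes.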
Numbers without * were called inactive; [ ] = another dose, or the depositor's remark. Unless noted, the call rests on the fitted dose curve; in most records, active means well fitted curve in the direction sought with a large enough effect; inconclusive means small, poorly fitted or top-dose-only effect, or another doubt; inactive means no such curve, though single readings can be large; an effect the other way counts as inactive or inconclusive. Not all compounds are listed, so the mix of outcomes need not match the whole.

What do the screens show for `CCOC(=O)C1=C(C)NC(C)=C(C(=O)OCC)C1C(=O)OCC(=O)N1CCOCC1`?
Pol iota inh: 125%[activator]; APE1 inh: -6%; 12-LOX inh: 5%; POLK inh: -4%; ERG-DNA inh: -2%

How did O=C(CCN1CCN(c2ccccc2)CC1)Nc1cccc(Br)c1 do in these assays?
TRHR agonist: 1.7; Pol iota inh: -25%; APE1 inh: inconclusive; 12-LOX inh: 1%; Pol beta inh: 6%; BLM inh: -1%; POLK inh: 9%; Anesthetic bind: -16%; ERG-DNA inh: -5%

Results for O=C(CCc1ccccc1)Nc1nnc(-c2ccc3c(c2)CCCC3)o1 ?
TRHR agonist: 0.1; Pol iota inh: 0%; APE1 inh: 3%; 12-LOX inh: 44%[activator]; Pol beta inh: -2%; BLM inh: -2%; POLK inh: -6%; Anesthetic bind: -9%; ERG-DNA inh: -4%

How did COc1cccc(Nc2nc(NCCO)c3ccccc3n2)c1 do in these assays?
TRHR agonist: -0.7; Pol iota inh: 2%; APE1 inh: -3%; 12-LOX inh: inconclusive; Pol beta inh: -4%; BLM inh: 76%[activator]; POLK inh: -3%; Anesthetic bind: -22%; ERG-DNA inh: 2%

How did CCOn1c(=O)c(-c2ccc(OC)cc2)[n+]([O-])c2ccccc21 do in these assays?
TRHR agonist: -0.1; Pol iota inh: 4%; APE1 inh: -3%; 12-LOX inh: 0%; Pol beta inh: 18%; BLM inh: -2%; POLK inh: -14%; Anesthetic bind: -22%; ERG-DNA inh: -4%

What do the screens show for `CC1CCCCC1NC(=O)c1cn(C)c2ccc(S(=O)(=O)N3CCOCC3)cc2c1=O` (stereo not given)?
TRHR agonist: 0.6; Pol iota inh: 13%; APE1 inh: 0%; 12-LOX inh: 2%; Pol beta inh: inconclusive; BLM inh: 1%; POLK inh: -7%; Anesthetic bind: -16%; ERG-DNA inh: 7%

How did O=C(CN1CCN(S(=O)(=O)c2cccs2)CC1)NCC1CCCCC1 do in these assays?
TRHR agonist: -0.1; Pol iota inh: 20%; APE1 inh: 6%; 12-LOX inh: inconclusive; POLK inh: -2%; ERG-DNA inh: 3%

How did CCn1c(CC(=O)Nc2ccccc2)nnc1SCC(=O)Nc1nncs1 do in these assays?
TRHR agonist: 0.6; Pol iota inh: -15%; APE1 inh: -6%; 12-LOX inh: -33%; Pol beta inh: inconclusive; BLM inh: 1%; POLK inh: -11%; Anesthetic bind: -8%; ERG-DNA inh: -14%

How did O=C(N=C1c2ccccc2CN1c1ccccc1)c1cccc([N+](=O)[O-])c1 do in these assays?
TRHR agonist: -0.9; Pol iota inh: -4%; APE1 inh: 2%; 12-LOX inh: -21%; Pol beta inh: -12%; BLM inh: -6%; POLK inh: -1%; Anesthetic bind: -18%; ERG-DNA inh: 6%

How did CCc1nc(NCCN2CCOCC2)c2oc3ccccc3c2n1 do in these assays?
TRHR agonist: -0.2; Pol iota inh: 17%; APE1 inh: -6%; 12-LOX inh: 14µM*; Pol beta inh: 39%; BLM inh: -5%; POLK inh: 4%; Anesthetic bind: -9%; ERG-DNA inh: 3%

What do the screens show for `Cc1cccc(NC(=O)Cn2c(C)c(C#N)c3ccccc32)c1C`?
TRHR agonist: 0.5; Pol iota inh: -9%; APE1 inh: -2%; 12-LOX inh: inconclusive; Pol beta inh: 3%; BLM inh: -3%; POLK inh: -15%; Anesthetic bind: -7%; ERG-DNA inh: -4%

Results for Cc1ccc(/C=N\NC(=O)C2CC(=O)N(c3ccccc3)C2)o1 (stereo not given) ?
TRHR agonist: -1.3; Pol iota inh: 63%[activator]; APE1 inh: -1%; 12-LOX inh: inconclusive; Pol beta inh: -22%; BLM inh: 0%; POLK inh: -14%; Anesthetic bind: -5%; ERG-DNA inh: -2%

Results for S=C(Nc1ccc2c(c1)OCO2)Nc1ccc2c(c1)OCO2 ?
TRHR agonist: -0.1; Pol iota inh: 48%[activator]; APE1 inh: inconclusive; 12-LOX inh: -8%; Pol beta inh: 26%; BLM inh: -14%; POLK inh: -10%; Anesthetic bind: 8%; ERG-DNA inh: -4%

How did COc1ccc(C)c2sc(=NC(=O)c3cccc(N4C(=O)CCC4=O)c3)n(C)c12 do in these assays?
TRHR agonist: -1.3; Pol iota inh: 19%; APE1 inh: 5%; 12-LOX inh: -15%; Pol beta inh: 8%; BLM inh: -3%; POLK inh: 16%; Anesthetic bind: -15%; ERG-DNA inh: 17%

How did COc1ccccc1CNc1nc2c(S(=O)(=O)c3ccc(C)c(C)c3)nnn2c2ccc(Cl)cc12 do in these assays?
TRHR agonist: -0.1; Pol iota inh: 28%; 12-LOX inh: inconclusive; Pol beta inh: 3%; BLM inh: -12%; POLK inh: -1%; Anesthetic bind: -6%; ERG-DNA inh: 5%

What do the screens show for `Cc1ccc(NC(=O)CNc2ccccc2CN(C)C2CCCCC2)cc1`?
TRHR agonist: 0.6; Pol iota inh: -14%; APE1 inh: -1%; 12-LOX inh: 21%; Pol beta inh: 3%; BLM inh: -2%; POLK inh: -21%; Anesthetic bind: -18%; ERG-DNA inh: 14%

Results for Cc1nc(Cl)c2c(n1)NC1=C(O2)C(=O)CCC1 ?
TRHR agonist: 13; Pol iota inh: 43%[activator]; APE1 inh: 3%; 12-LOX inh: -4%; Pol beta inh: 26%; BLM inh: -2%; POLK inh: -5%; Anesthetic bind: 357%[activator]; ERG-DNA inh: inconclusive

What do the screens show for `Cc1cc(C)n2nc(C(=O)OCC(=O)NCc3ccccc3)nc2n1`?
TRHR agonist: 0.5; Pol iota inh: -8%; APE1 inh: 9%; 12-LOX inh: 134%[activator]; POLK inh: 6%; ERG-DNA inh: -20%

What do the screens show for `O=C(O)c1ccc2c(c1)C(=O)N(CCc1ccccc1)C2=O`?
TRHR agonist: 0.2; Pol iota inh: 24%; APE1 inh: 28%; 12-LOX inh: 14%; Pol beta inh: 19%; BLM inh: -2%; POLK inh: -13%; Anesthetic bind: 2%; ERG-DNA inh: 4%

What do the screens show for `O=C(O)c1nn(CC(=O)N2CCN(S(=O)(=O)c3ccc(Cl)cc3)CC2)c(=O)c2ccccc12`?
TRHR agonist: -2.4; Pol iota inh: 0%; APE1 inh: 16%; 12-LOX inh: -26%; Pol beta inh: 34%[activator]; BLM inh: -3%; POLK inh: -12%; Anesthetic bind: -7%; ERG-DNA inh: 7%

How did O=C(COc1ccccc1Cl)NCc1ccccc1 do in these assays?
TRHR agonist: -0.7; Pol iota inh: 84%[activator]; APE1 inh: 14%; 12-LOX inh: 0%; Pol beta inh: 17%; BLM inh: -4%; POLK inh: -3%; Anesthetic bind: -5%; ERG-DNA inh: 5%

What do the screens show for `COc1cccc(NC(=O)N2CCC(CN3CCOCC3)CC2)c1`?
TRHR agonist: 0.2; Pol iota inh: -2%; 12-LOX inh: -20%; Pol beta inh: -13%; BLM inh: 1%; POLK inh: 0%; Anesthetic bind: 0%; ERG-DNA inh: 0%

How did O=C(NCc1cccs1)C1CCCN1C(=O)Nc1ccccc1 (stereo not given) do in these assays?
TRHR agonist: 0.6; Pol iota inh: 8%; APE1 inh: -2%; 12-LOX inh: -8%; Pol beta inh: -16%; BLM inh: -4%; POLK inh: -22%; Anesthetic bind: -13%; ERG-DNA inh: 0%

What do the screens show for `O=C(Cn1cnc2c(nnn2Cc2ccccc2)c1=O)N1CCCc2ccccc21`?
TRHR agonist: 0.6; Pol iota inh: -16%; APE1 inh: 0%; 12-LOX inh: 12%; Pol beta inh: 42%; BLM inh: 0%; POLK inh: 4%; Anesthetic bind: 1%; ERG-DNA inh: -10%

How did O=S(c1ccc2ccccc2c1)c1cnns1 (stereo not given) do in these assays?
TRHR agonist: 0.4; Pol iota inh: inconclusive; APE1 inh: 0%; 12-LOX inh: 15%; Pol beta inh: 25%; BLM inh: -5%; POLK inh: -1%; Anesthetic bind: inconclusive; ERG-DNA inh: 11%

Results for COc1ccc(OC)c(-c2csc(NC(=O)Cc3ccc(F)cc3)n2)c1 ?
TRHR agonist: -0.3; Pol iota inh: -1%; APE1 inh: 60%[activator]; 12-LOX inh: -12%; Pol beta inh: 0%; BLM inh: -15%; POLK inh: -22%; Anesthetic bind: 22%; ERG-DNA inh: 1%

How did Nc1ncnc2c1ncn2[C@@H]1O[C@H](CNC(=O)[C@@H](N)C2CCCCC2)[C@@H](O)[C@H]1O do in these assays?
Pol iota inh: 49%[activator]; APE1 inh: 7%; 12-LOX inh: 20%; POLK inh: 4%; ERG-DNA inh: 7%

How did CCCN(CCC)CCCNC(=S)Nc1ccc2nc(N3CCN(CC)CC3)cc(C)c2c1 do in these assays?
TRHR agonist: 1.6; Pol iota inh: 39%[activator]; APE1 inh: -6%; 12-LOX inh: -17%; Pol beta inh: 0%; BLM inh: 43%[activator]; POLK inh: -1%; Anesthetic bind: -6%; ERG-DNA inh: -8%

Bioassay records deposited in PubChem by National Center for Advancing Translational Sciences (NCATS).
